CCR6 antag – antagonists of human CCR6 receptor; inhibition, % at 20 µM; AID 493098; CHO-K1 CCR6 PathHunter beta-arrestin, luminescence, CCL20-stimulated; 0.49% of 340,000 active;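 active = compounds whose inhibition of the agonist-driven luminescence signal at 20 µM reaches about 50%, limit read from the data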;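 also: cells stimulated with CCL20 at 14 nM final; plate controls were DMSO with CCL20 for no effect and DMSO without agonist for full effect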
APJ ag – agonists of human APJ apelin receptor. P35414. CHO-K1 APJ PathHunter beta-arrestin, luminescence; 0% DMSO wells, 100% apelin. activation, % at 20 µM. 0.11% of 330,000 active. AID 2520;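 active = activation more than six SD over the plate average, tested at 20 µM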;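 also: 0% = DMSO alone and 100% = apelin-13 at 10 nM; some results filed as inactive read as strong as hits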
Target sequence (P35414 whole entry, looked up): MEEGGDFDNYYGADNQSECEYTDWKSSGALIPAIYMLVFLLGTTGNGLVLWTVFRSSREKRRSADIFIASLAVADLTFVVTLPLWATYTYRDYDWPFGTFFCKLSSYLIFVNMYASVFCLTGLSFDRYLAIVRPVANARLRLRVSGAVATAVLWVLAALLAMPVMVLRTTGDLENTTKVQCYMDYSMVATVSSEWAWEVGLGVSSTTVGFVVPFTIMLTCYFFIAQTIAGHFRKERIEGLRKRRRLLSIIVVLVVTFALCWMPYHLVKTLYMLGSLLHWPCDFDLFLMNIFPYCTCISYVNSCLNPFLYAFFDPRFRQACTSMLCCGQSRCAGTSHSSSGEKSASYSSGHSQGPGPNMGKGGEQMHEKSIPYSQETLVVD
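Material: CHO-K1 APJ beta-arrestin complementation cell line; Input: cell density 1000 per well; Incubation: compound stimulation 90 min at 25 °C, detection 60 min; Signal: luminescence from split beta-galactosidase complementation, Galacton Star/Emerald II substrate; Controls: DMSO-only wells as negative, 10 nM Apelin-13 as positive control.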
UBC13 inh – human UBC13 polyubiquitination inhibition. P61088. UBC13 polyubiquitin chain formation, TR-FRET. inhibition, % at 20 µM. 0.47% of 330,000 active. AID 485273; in the data active = inhibition above about 45%, passing the limit was not always enough
APJ antagonist – antagonists of human APJ apelin receptor | P35414 | CHO-K1 APJ beta-arrestin complementation, luminescence | inhibition, % at 20 µM | 0.32% of 330,000 active;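 active = inhibition above about 40% at 20 µM, limit read from the data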;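 also: cells challenged with 10 nM apelin-13 agonist together with compound; plate controls were apelin-13 plus DMSO wells for no effect and DMSO wells lacking apelin-13 for full effect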
ATG4B inhibitor – ATG4B (human) cysteine protease inhibition; ATG4B cleavage of LC3-PLA2, NBD-HPC fluorescence, 1 h; inhibition, % at 8.33 µM; 0.51% of 340,000 active; in the data active = inhibition above about 40%
CXCR6 inh – blocks human CXCR6 beta-arrestin recruitment. CHO-K1 PathHunter CXCR6 beta-arrestin, luminescence. inhibition, % at 20 µM. 0.36% of 360,000 active; in the data active = inhibition above about 34%, passing the limit was not always enough;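 also: antagonist mode with CXCL16 agonist at 10 nM final; 0% = 10 nM CXCL16 with DMSO and 100% = unstimulated wells without agonist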
Target sequence (O00574 whole entry, looked up): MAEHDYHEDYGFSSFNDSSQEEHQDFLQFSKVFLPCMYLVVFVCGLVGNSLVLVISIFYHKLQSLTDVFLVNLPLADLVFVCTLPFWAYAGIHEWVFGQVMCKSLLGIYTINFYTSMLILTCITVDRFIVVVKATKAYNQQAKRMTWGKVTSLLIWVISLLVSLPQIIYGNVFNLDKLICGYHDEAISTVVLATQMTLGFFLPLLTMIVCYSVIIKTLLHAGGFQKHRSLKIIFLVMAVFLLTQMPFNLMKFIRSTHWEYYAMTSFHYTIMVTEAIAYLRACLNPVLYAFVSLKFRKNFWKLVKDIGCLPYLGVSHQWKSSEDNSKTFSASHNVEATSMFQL
EBI2 block – EBI2 (human) antagonism; P32249; AID 651636; 0.81% of 360,000 active; inhibition, % at 5 µM; EBI2 beta-arrestin recruitment, luminescence, 7a,25-OHC stimulated; in the data active = inhibition above about 38%;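 also: enzyme fragment complementation signal reports receptor beta-arrestin coupling in cells; 0% = agonist plus DMSO wells and 100% = wells without agonist; some results beyond the cut were filed as inactive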
Target sequence (P32249 whole entry, looked up, the tested form may be a part): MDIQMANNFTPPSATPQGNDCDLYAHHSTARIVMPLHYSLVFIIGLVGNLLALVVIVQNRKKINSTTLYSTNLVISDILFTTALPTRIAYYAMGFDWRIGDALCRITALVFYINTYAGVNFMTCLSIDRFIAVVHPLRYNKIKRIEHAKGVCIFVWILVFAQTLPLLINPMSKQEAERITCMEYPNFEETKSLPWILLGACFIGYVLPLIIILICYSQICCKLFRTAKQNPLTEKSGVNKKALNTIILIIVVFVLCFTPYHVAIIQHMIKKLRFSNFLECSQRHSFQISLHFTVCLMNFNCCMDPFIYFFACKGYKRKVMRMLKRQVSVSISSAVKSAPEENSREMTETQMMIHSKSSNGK
Gli-Sufu antag – blocks Gli-Sufu signaling in a luciferase reporter; Sufu-KO-LIGHT fibroblasts, Gli luciferase reporter luminescence; inhibition, % at 5 µM; 0.74% of 340,000 active; AID 588413;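 active = inhibition above about 55%, limit read from the data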;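 also: 0% = DMSO-treated cells and 100% = wells with medium but no cells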
The depositor's hits bear a star; . = not tested or not shown; & = joins results of further samples. Outcome played no part in choosing rows. About 3% of those tested had a hit in this group.

SMILES	CCR6 antag	APJ ag	UBC13 inh	APJ antagonist	ATG4B inhibitor	CXCR6 inh	EBI2 block	Gli-Sufu antag
CS(=O)(=O)N(CC(=O)NCC1CCCO1)c1cc(Cl)c(Cl)cc1Cl (configuration not stated)	4	-7	0	-29	-8	6	-3	5
S=C(NCCN1CCOCC1)Nc1ccc(Cl)c(Cl)c1	6	-1	6	7	-10	-2	-1	4
O=C(NCC1CCCO1)C1CCC(=O)N1Cc1ccccc1Cl (configuration not stated)	-9	-4	2	12	-4	-8	3	-4
Cc1cc(OCC(O)CN2CCc3ccccc3C2)ccc1Cl (configuration not stated)	1	-3	11	3	7	-2	21	12
C=CCCCCCCCC(=O)OC	-4	-3	9	-10	-19	-1	-3	-4
CC(=O)Nc1ccc(/C=C2/Sc3ccccc3C2=O)cc1	2	-3	-16	-8	-1	-4	-5	11
CCC(C(=O)NC(C)(C)C)N(C(=O)c1ccc(Cl)nc1)C1CCCC1 (configuration not stated)	-4	-2	5	0	-6	-1	-2	-13
CCOc1cc(C2C(C(=O)c3ccc(C)cc3)=C(C(=O)OC)Nc3nnnn32)ccc1O (configuration not stated)	28	-4	-7	-6	-4	4	-18	0
Cc1c(NC(=O)CSc2nnc(COc3ccccc3)n2-c2ccccc2)c(=O)n(-c2ccccc2)n1C	5	3	-15	9	-9	-1	3	3
C#C[C@]1(O)CC[C@H]2[C@@H]3CCc4cc(O)ccc4[C@H]3CC[C@@]21C	13	-3	6	-3	-5	3	11	-2
O=C(Nc1ccc(Cl)c(Cl)c1)N1CCSC1c1ccco1 (configuration not stated)	21	3	-6	-3	-11	-4	4	16
CCOc1ccc(/C=N/NC(=O)CN2CCCCC2)cc1OCC	10	2	-2	-1	1	-5	-2	5
COc1ccc(-c2csc(NC(=O)CSCC(=O)Nc3cc(C)on3)n2)c(OC)c1	-3	-4	9	-4	-5	-6	8	-6
Cc1ccc(S(=O)(=O)N2CCN(C(=O)N(c3ccccc3)c3ccccc3)CC2)cc1	8	-2	10	-19	0	-2	7	5
O=C(NCc1ccco1)c1cccs1	-1	0	3	1	5	-6	-4	-4
COc1ccc(NC(=S)Nc2ccccn2)c(OC)c1	18	5	-1	1	-3	5	-6	-66
Cc1cccc(OCCCC(=O)O)c1	-7	4	-9	1	-2	-2	-1	0
O=C(CCCCl)Nc1c2c(nn1-c1ccccc1)CSC2	7	-4	3	8	-1	4	10	3
CC(=O)c1ccc(N2CCN(C(=S)Nc3ccccc3)CC2)cc1	16	1	-1	14	-10	-10	-4	2
CC(=O)c1cccc(CN2CCN(C3CCCCC3)C(CCO)C2)c1 (configuration not stated)	4	-3	-2	-6	4	-2	4	5
Cc1ccc(NCC(=O)N/N=C/c2c[nH]c3ccccc23)cc1	-2	-2	6	1	-2	4	6	-24
O=C(NCC1COc2ccccc2O1)c1ccc(Cl)c(S(=O)(=O)N2CCOCC2)c1 (configuration not stated)	14	-2	-7	-19	-2	-7	-1	.
CC(C)C(=O)N(Cc1ccc(F)cc1)Cc1nc2ccccc2c(=O)[nH]1	1	-3	7	28	-7	-3	-5	7
CC(=O)Oc1cc(C(C)C)c(OCCN(C)C)cc1C	-5	-5	9	6	1	-6	-7	.
CC(C)(C)OC(=O)C[C@@H]1C/C=C\C[C@H](CC(=O)N(CCO)Cc2ccccc2)C(=O)NCCOC1=O	-5	-5	5	8	-4	-2	-13	1

Reprinted from the listing, 19 compounds:
SMILES	CCR6 antag	APJ ag	UBC13 inh	APJ antagonist	ATG4B inhibitor	CXCR6 inh	EBI2 block	Gli-Sufu antag
CCC(C(=O)NC(C)(C)C)N(C(=O)c1ccc(Cl)nc1)C1CCCC1 (configuration not stated)	-4	-2	5	0	-6	-1	-2	-13
CCOc1cc(C2C(C(=O)c3ccc(C)cc3)=C(C(=O)OC)Nc3nnnn32)ccc1O (configuration not stated)	28	-4	-7	-6	-4	4	-18	0
Cc1c(NC(=O)CSc2nnc(COc3ccccc3)n2-c2ccccc2)c(=O)n(-c2ccccc2)n1C	5	3	-15	9	-9	-1	3	3
C#C[C@]1(O)CC[C@H]2[C@@H]3CCc4cc(O)ccc4[C@H]3CC[C@@]21C	13	-3	6	-3	-5	3	11	-2
O=C(Nc1ccc(Cl)c(Cl)c1)N1CCSC1c1ccco1 (configuration not stated)	21	3	-6	-3	-11	-4	4	16
CCOc1ccc(/C=N/NC(=O)CN2CCCCC2)cc1OCC	10	2	-2	-1	1	-5	-2	5
COc1ccc(-c2csc(NC(=O)CSCC(=O)Nc3cc(C)on3)n2)c(OC)c1	-3	-4	9	-4	-5	-6	8	-6
Cc1ccc(S(=O)(=O)N2CCN(C(=O)N(c3ccccc3)c3ccccc3)CC2)cc1	8	-2	10	-19	0	-2	7	5
O=C(NCc1ccco1)c1cccs1	-1	0	3	1	5	-6	-4	-4
COc1ccc(NC(=S)Nc2ccccn2)c(OC)c1	18	5	-1	1	-3	5	-6	-66
Cc1cccc(OCCCC(=O)O)c1	-7	4	-9	1	-2	-2	-1	0
O=C(CCCCl)Nc1c2c(nn1-c1ccccc1)CSC2	7	-4	3	8	-1	4	10	3
CC(=O)c1ccc(N2CCN(C(=S)Nc3ccccc3)CC2)cc1	16	1	-1	14	-10	-10	-4	2
CC(=O)c1cccc(CN2CCN(C3CCCCC3)C(CCO)C2)c1 (configuration not stated)	4	-3	-2	-6	4	-2	4	5
Cc1ccc(NCC(=O)N/N=C/c2c[nH]c3ccccc23)cc1	-2	-2	6	1	-2	4	6	-24
O=C(NCC1COc2ccccc2O1)c1ccc(Cl)c(S(=O)(=O)N2CCOCC2)c1 (configuration not stated)	14	-2	-7	-19	-2	-7	-1	.
CC(C)C(=O)N(Cc1ccc(F)cc1)Cc1nc2ccccc2c(=O)[nH]1	1	-3	7	28	-7	-3	-5	7
CC(=O)Oc1cc(C(C)C)c(OCCN(C)C)cc1C	-5	-5	9	6	1	-6	-7	.
CC(C)(C)OC(=O)C[C@@H]1C/C=C\C[C@H](CC(=O)N(CCO)Cc2ccccc2)C(=O)NCCOC1=O	-5	-5	5	8	-4	-2	-13	1

Additional records:
SMILES	CCR6 antag	APJ ag	UBC13 inh	APJ antagonist	ATG4B inhibitor	CXCR6 inh	EBI2 block	Gli-Sufu antag
CCC(=O)Nc1cc(-c2nn(C)c(=O)c3ccccc23)ccc1OC	6	-4	-5	14	4	-3	1	-3
Cc1nnc(N/N=C/c2ccc(Br)cc2)n1N	-1	-3	-14	-21	-13	-13	-7	-5
COc1ccc(N=C2NC(=O)/C(=C/c3ccco3)S2)cc1	2	-4	-17	14	-5	4	-3	-3
CC(=O)c1cccc(NC(=S)NC(=O)c2ccccc2Br)c1	38	1	5	14	2	21	11	-15
COc1ccc(C2C=C(C)Nc3ncnn32)cc1 (configuration not stated)	9	-3	15	3	-4	-3	0	-6
COC(=O)c1ccc(COC(=O)c2ccccc2OC)cc1	16	-5	2	16	-12	4	0	-14
Cc1nnc2sc(SCc3ccc(Cl)cc3)nn2c1=O	8	-3	6	18	11	-7	-6	5
COCCNC(=O)C(C)OC(=O)c1nsc(Cl)c1Cl (configuration not stated)	8	0	6	-5	-8	3	9	-1
CC(Oc1ccccc1)C(=O)Nc1cccc(NC(=O)c2ccco2)c1 (configuration not stated)	12	-3	-6	4	5	-7	-5	-1
O=C(NCc1cccc(Cl)c1)C1CCN(S(=O)(=O)c2ccc(F)cc2)CC1	20	3	-3	21	25	2	11	9
NS(=O)(=O)c1ccc(Nc2ccc([N+](=O)[O-])c3nonc23)cc1	63*	-6	-460	35	1	31	5	5
CC(C)NC(=O)N(C)C[C@H]1Oc2ccc(NS(=O)(=O)c3cn(C)cn3)cc2C(=O)N([C@H](C)CO)C[C@@H]1C	-1	0	3	5	-6	-6	11	-9
C=CCSc1nc2ccccc2[nH]1	-11	-1	7	21	3	-5	-7	-17
CCOC(=O)c1c(C)n(C)c2c(C)cc(O)c(OC(C)=O)c12	-10	11	-12	-31	7	-13	-1	3
CCS(=O)(=O)c1ccc2c(c1)N(S(C)(=O)=O)CC(C(=O)NCc1ccccc1OC)O2 (configuration not stated)	-9	3	5	-9	-11	-5	0	6
Cc1cc(C(=O)COC(=O)c2ccccc2O)c(C)n1CC1CCCO1 (configuration not stated)	20	-1	0	16	-3	0	5	58*
CC(C)CSc1nnc2c(n1)[nH]c1ccccc12	3	-5	-1	14	6	-5	-5	-86
COc1ccc(S(=O)(=O)N(CCc2ccccc2)CC(N)=O)cc1	5	-3	4	15	-9	-6	8	7
CCOC(=O)N1CCC(NC(=O)CS(=O)(=O)Cc2nc(-c3ccccc3C)oc2C)CC1	9	-6	2	8	-5	1	-8	-1
N#C[C@H]1C(O)C(O)c2ccccc2N1C(=O)c1ccccc1 (some centres not stated)	14	-2	58*	-3	-6	6	-1	1
O=C(Nc1cccnc1)c1ccccc1-c1nc(-c2ccccc2F)no1	-14	-3	14	21	6	-9	9	-10
Cc1ccc(NC(=O)c2cc(=O)[nH]c3ccccc23)cc1	3	-2	9	-2	-4	-4	10	5
Cc1ccc(N2C(=O)c3ccc(N)cc3C2=O)cc1C	10	6	6	30	-13	-12	-6	-89
CCS(=O)(=O)N1CCC(C(=O)NCCC2=CCCCC2)CC1	-4	-2	-3	-5	3	7	-2	-3
CCCc1cc(=O)[nH]c(SCC(=O)N2c3ccccc3NC(=O)C2(C)C)n1	7	-2	1	1	9	8	-8	-1
Continuation.
SMILES	CCR6 antag	APJ ag	UBC13 inh	APJ antagonist	ATG4B inhibitor	CXCR6 inh	EBI2 block	Gli-Sufu antag
COc1cccc(-c2cc(C(=O)N3C(C)CCCC3C)no2)c1 (configuration not stated)	14	-5	-6	-6	-2	0	15	-60
Cc1nonc1OCCNCc1c(C(=O)N(C)C)nc2ccc(Cl)cn12	3	-3	6	2	19	-1	-1	13
CCn1c(=O)c2cc(C(=O)N3CCN(C)CC3)sc2c2ccccc21	4	1	33	11	-2	-7	-4	6
CCCn1c(N)c(N(CCOC)C(=O)CSCC(=O)Nc2ccc(C)cc2)c(=O)[nH]c1=O	0	-1	-2	-12	-2	-7	-2	1
O=C1CCC(=O)N1OCCOc1ccc2c(c1)CCC2	12	-5	6	14	1	-6	3	6
O=C(COc1ccc([N+](=O)[O-])cc1)N/N=C/c1ccccn1	11	0	-8	-8	-10	0	-13	2
C=CCN1C(=O)C(CC(=O)Nc2ccc(C)cc2)SC1=Nc1c(C)n(C)n(-c2ccccc2)c1=O (configuration not stated)	-11	-1	1	-9	-16	-8	0	0
O=C(Oc1ccc(N(Cc2cccs2)C2=NS(=O)(=O)c3ccccc32)cc1)c1ccccc1Cl	4	0	-16	-6	-2	4	8	5
CC(C(=O)O)n1cc(C#N)c(=O)[nH]c1=O (configuration not stated)	8	.	.	.	-5	-2	-2	5
Brc1cc(Br)c(Oc2cc(Br)c(Br)cc2Br)cc1Br	15	-3	-8	12	6	-1	16	16
COc1ccc(C2C3=C(COC3=O)Oc3cc4c(cc32)OCO4)cc1OC (configuration not stated)	9	.	.	.	1	0	-7	10
COc1ccccc1N1CCN(CCN(C(=O)C2CCCCC2)c2ccccn2)CC1	3&1	1	6	4	-7&-4	9&5	-4&0	-1&-6
O=C(CN1CCN(Cc2ccccc2)CC1)Nc1ccc2c(c1)CCC2	6	-3	-6	15	2	-2	3	-13
CCOC(=O)c1cc2c(=O)n3ccccc3nc2n(C(C)C)c1=NC(=O)c1c(-c2ccccc2Cl)noc1C	11	1	-8	5	2	17	6	25
Cn1c(SCc2ccccn2)nnc1-c1ccncc1	12	-5	10	6	-4	-9	-4	-2
O=S(=O)(c1cccs1)N1CCN(c2ccccc2)CC1	-8	-5	6	-2	-3	6	0	23
CCCOc1ccc(C(C)=O)cc1CC(C(=O)OCC)C(=O)OCC	1	1	6	-9	-1	-4	5	-6
